# Source: PubChem
# KDM4E inh = qHTS Assay for Inhibitors of Human Jumonji Domain Containing 2E (JMJD2E); Lysine-specific demethylase 4E (Homo sapiens), B2RXH2; JMJD2E catalytic domain, FDH-coupled NADH fluorescence (FDH is formaldehyde dehydrogenase); Potency, µM (titrated, usually from 57.1 µM), without a hit: at the top dose activity change, negative = inhibition, most hits filed as inhibitors; 1.6% of 230,000 active; active means well fitted inhibition curve with a large enough effect, not every such curve was filed as active; inconclusive means small, poorly fitted or top-dose-only effect, or another doubt; inactive means no such curve, though single readings can be large or run the other way;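 further: 0% = wells with enzyme and -100% = buffer wells without enzyme; nearly all actives have a fitted effect of over 50% in size; many of its hits are not listed in these tables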
# RECQ1 inh = qHTS Assay for Inhibitors of RecQ-Like Dna Helicase 1 (RECQ1) | RECQ1 DNA unwinding, red fluorescence kinetic read | Potency, µM (doses to about 57.3 µM), for inactives: at the top dose activity, negative = inhibition, actives largely listed as inhibitors | 0.54% of 240,000 active | AID 2549, 2010 | ATP-dependent DNA helicase Q1 (Homo sapiens), P46063;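 further: plate controls were vehicle for no effect and no enzyme for full effect; nearly all actives have a fitted effect of over 30% in size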
# Target sequence (P46063 whole entry, looked up): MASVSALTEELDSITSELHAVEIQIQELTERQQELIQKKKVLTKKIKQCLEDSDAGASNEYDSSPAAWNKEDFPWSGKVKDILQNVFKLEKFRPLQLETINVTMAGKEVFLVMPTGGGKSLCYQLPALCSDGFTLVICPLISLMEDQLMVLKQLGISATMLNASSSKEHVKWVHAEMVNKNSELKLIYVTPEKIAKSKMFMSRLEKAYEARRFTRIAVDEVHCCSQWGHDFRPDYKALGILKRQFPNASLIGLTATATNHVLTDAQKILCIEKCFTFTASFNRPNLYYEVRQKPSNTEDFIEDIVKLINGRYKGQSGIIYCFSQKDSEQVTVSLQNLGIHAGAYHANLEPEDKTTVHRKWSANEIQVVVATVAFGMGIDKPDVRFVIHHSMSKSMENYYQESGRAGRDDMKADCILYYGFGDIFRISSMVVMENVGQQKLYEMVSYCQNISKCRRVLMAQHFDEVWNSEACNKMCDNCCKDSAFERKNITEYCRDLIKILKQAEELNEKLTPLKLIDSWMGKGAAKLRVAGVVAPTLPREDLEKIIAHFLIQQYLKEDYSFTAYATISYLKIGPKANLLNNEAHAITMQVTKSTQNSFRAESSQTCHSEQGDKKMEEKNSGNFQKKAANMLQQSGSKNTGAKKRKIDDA
#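 RECQ1T1 50 nM; forked duplex (20 bp + 30-nt ss tails) 200 nM, ATP 2 mM final; pH 8.0, 2 mM MgCl2, 2.5 ug/ml poly(dI-dC); 15 min compound preincubation; discontinuous kinetic read over 2 h at RT.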
# SMN2 splice enh = qHTS Assay for Enhancers of SMN2 Splice Variant Expression. HEK293 SMN2-luciferase splicing reporter, luminescence, 30-36 h. Potency, µM (series often up to 46.1 µM), for inactives: at the highest dose activity change, positive = activation, usual class: activators. 2.8% of 210,000 active. AID 1458, 2008; further: % of control where 0% means no effect; nearly all actives have a fitted effect of over 55% in size
#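 qHTS luciferase splicing reporter: luminescence rises when SMN2 exon 7 is included in transfected HEK293 cells. Compound exposure lasted 30-36 h at 37C, with 4.5 mM final sodium butyrate as control, followed by a ONE-Glo read.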
# ALDH1A1 block = qHTS Assay for Inhibitors of Aldehyde Dehydrogenase 1 (ALDH1A1); 7.3% of 220,000 active; Purified ALDH1A1, NADH fluorescence, propionaldehyde substrate; Potency, µM (titrated, usually from 75.3 µM), without a hit: at the highest dose activity, negative = inhibition, actives largely listed as inhibitors; Aldehyde dehydrogenase 1A1 (Homo sapiens), P00352; AID 1030, 2008; active means well fitted inhibition curve with a large enough effect, not every such curve was filed as active; inconclusive means small, poorly fitted or top-dose-only effect, or another doubt; inactive means no such curve, though single readings can be large or run the other way;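 further: plate controls were no enzyme wells and a reference inhibitor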
# KinaseGlo FLuc = Counterscreen for Luciferase (Kinase-Glo TM) Inhibition. Luciferin 4-monooxygenase (Photuris pensylvanica), Q27757. Kinase-Glo luciferase, ATP luminescence, 8 min. Potency, µM (doses to about 38.3 µM), for the others: top-dose activity change, negative = inhibition, usual class: inhibitors. 0.28% of 200,000 active; further: on the % scale 0 is the no-effect control and ±100 the full control effect; nearly all actives have a fitted effect of over 60% in size
#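 Luminescence was the read-out, taken after 8-minute incubation at ambient temperature. Luciferase turned over luciferin with 10 uM ATP in imidazole pH 7.2 buffer containing KCl, MgCl2, Tween 20 and BSA.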
# LMNA splice mod = qHTS Assay for Modulators of Lamin A Splicing; HeLa LMNA splicing GFP/RFP minigene ratio, 48 h; Potency, µM (top dose mostly 46.1 µM), inactives show at the top dose ratio change, negative = inhibition, most hits filed as inhibitors; 0.01% of 200,000 active; AID 1487, 2009; active means well fitted inhibition curve with a large enough effect in the signal ratio, with a control signal flat, not every such curve was filed as active; inconclusive means small, poorly fitted or top-dose-only effect, or effect the other way, or a change in a side signal; the % refers to the signal ratio; further: on the % scale 0 is the no-effect control and ±100 the full control effect
#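 S3 HeLa cells stably expressing lamin A-EGFP splicing minigene plus DsRed2, 600 cells/well, 48 h compound exposure at 37C. Laser-scanning cytometry; analysed as GFP (500-530 nm)/RFP (575-640 nm) total intensity ratio; 0.5% DMSO vehicle.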
# L3MBTL1 inh = qHTS Assay for the Inhibitors of L3MBTL1. AlphaScreen L3MBTL1–H3K9me1 peptide binding. Potency, µM (highest dose often 57.1 µM), for inactives: top-dose activity, negative = inhibition, hits mostly inhibitors. 0.66% of 230,000 active. AID 485360, 2010; further: on the % scale 0 is the no-effect control and ±100 the full control effect; nearly all actives have a fitted effect of over 60% in size
#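 AlphaScreen assay: L3MBTL1 (50 nM final) was preincubated 30 min at room temperature with biotinylated H3(1-15)K9me1 peptide (75 nM final), then 30 min with library compounds; streptavidin donor and nickel chelate acceptor beads (10 ug/mL final) added, 30 min dark.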
# Tau fibril ThT = qHTS for Inhibitors of Tau Fibril Formation, Thioflavin T Binding; Microtubule-associated protein tau (Homo sapiens), P10636; recombinant tau K18 P301L, heparin-induced fibrillization, ThT fluorescence; Potency, µM (top dose mostly 57.4 µM), without a hit: top-dose activity, negative = inhibition, usual class: inhibitors; 2.1% of 270,000 active; further: on the % scale 0 is the no-effect control and ±100 the full control effect; nearly all actives have a fitted effect of over 55% in size
# Target sequence (P10636 561-689 P618L limits assumed): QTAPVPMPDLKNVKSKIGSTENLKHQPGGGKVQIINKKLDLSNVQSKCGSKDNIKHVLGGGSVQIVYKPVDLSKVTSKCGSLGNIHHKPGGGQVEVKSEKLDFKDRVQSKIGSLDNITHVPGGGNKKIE
#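 ThT emission at 510 nm, taken 1 hr after adding 30 uM dye, quantifies aggregates formed when 20 uM heparin acts on human tau K18 P301L for 6 hr at 37 C.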
# * = called active by the depositor; i = inactive; ? = inconclusive; nt = no result given; [ ] = dose if it differs, or a comment. Unless noted, the call rests on the fitted dose curve; in most records, active means well fitted curve in the direction sought with a large enough effect; inconclusive means small, poorly fitted or top-dose-only effect, or another doubt; inactive means no such curve, though single readings can be large; an effect the other way counts as inactive or inconclusive. Potency means the concentration at half of the fitted maximal effect.
SMILES,KDM4E inh,RECQ1 inh,SMN2 splice enh,ALDH1A1 block,KinaseGlo FLuc,LMNA splice mod,L3MBTL1 inh,Tau fibril ThT
CC(C)C(=O)Nc1ccccc1Cc1ccccc1,-5%,-2%,-4%,3%,-1%,nt,34%[activator],4%
O=c1[nH]c(Cc2cccs2)nc2ccccc12,?,-10%,?,-9%,-7%,11%,-5%,-8%
O=C(Nc1c2c(nn1-c1ccc(F)cc1)CS(=O)(=O)C2)C12CC3CC(CC(C3)C1)C2,4%,-18%,-10%,4µM*,-4%,8%,8%,4%
COc1ccccc1Nc1ncc(C(=O)N2CCN(Cc3ccc(OC)c(OC)c3OC)CC2)c2ccccc12,?,-35%,-34%,-5%,1%,nt,nt,-11%
COc1ccc(CCN2C(=O)CC(Cc3cccc(C)c3)C2=O)cc1OC (stereo not given),-7%,-6%,-22%,?,8%,nt,-8%,2%
COC(=O)c1c(NC(=O)CN2CCN(c3cccc(Cl)c3)CC2)sc(C)c1C,?,0%,-27%,5%,-1%,6%,-1%,-5%
CCOc1ccc(NC(=S)N(Cc2ccc(Cl)cc2)Cc2ccco2)cc1,-9%,-22%,1%,-3%,1%,-3%,4%,-10%
CCOc1cc2[nH]c(=S)n(CCCC(=O)NCc3ccco3)c(=O)c2cc1OCC,-1%,-9%,-16%,2%,4%,16%,-2%,-4%
CC(C)C(=O)OCC(=O)NCc1ccccc1Cl,5%,i,2%,1%,2%,-6%[46 µM],1%,4%
O=C(c1ccccc1)N1CCN(C2CCCCCC2)CC1,?,i,15%,6%,1%,14%,nt,-6%
CC(OC(=O)c1cc(S(=O)(=O)Nc2ccc(F)cc2)ccc1Cl)C(=O)Nc1ccc2c(c1)OCCO2 (stereo not given),0%,-12%,nt,0%,nt,?,6%,-5%
COc1cc(OC)cc(C(=O)Nc2cc(NC(=O)c3ccco3)ccc2OC)c1,2%,i,-26%,-5%,8%,2%,-6%,-17%
COC(=O)CC1C(=O)NCCN1C(=O)CSc1nc2ccccc2s1 (stereo not given),-11%,-6%,9%,18µM*,4%,nt,3%,?
COC(=O)c1cc(-c2ccccc2)n[nH]1,1%,-3%,1%,7%,3%,-14%,2%,-6%
O=C(NCCOC(=O)c1ccc(Cl)c(S(=O)(=O)N2CCCCC2)c1)c1ccncc1,-4%,-4%,-26%,?,7%,?,-2%,-12%
N#CCCn1cc(C(=O)NCc2ccccc2)c(-c2cccs2)n1,-5%,1%,13%,-6%,1%,nt,nt,-2%
CCOC(=O)c1nnn(-c2nonc2N)c1CSc1nnc(N)s1,1%,-2%,-8%,0%,1%,nt,nt,-3%
O=C(NCc1ccccc1)c1c[nH]c2cc3c(cc2c1=O)OCCO3,-8%,-3%,13µM*,-12%,5%,-11%,14%,6%
Nc1nc(NCCN2CCOCC2)nc(NCc2ccccc2)c1[N+](=O)[O-],3%,-4%,nt,nt,nt,nt,-9%,-5%
CC(C)(C)c1cc(NC(=O)c2cc(F)c(F)c(F)c2F)no1,7%,-6%,?,-4%,-3%,-17%,3%,-1%

# Reprinted from the part before: 2 compounds, followed by the next part.
SMILES,KDM4E inh,RECQ1 inh,SMN2 splice enh,ALDH1A1 block,KinaseGlo FLuc,LMNA splice mod,L3MBTL1 inh,Tau fibril ThT
Nc1nc(NCCN2CCOCC2)nc(NCc2ccccc2)c1[N+](=O)[O-],3%,-4%,nt,nt,nt,nt,-9%,-5%
CC(C)(C)c1cc(NC(=O)c2cc(F)c(F)c(F)c2F)no1,7%,-6%,?,-4%,-3%,-17%,3%,-1%
Cc1cc(C)n(-c2ccc(C(=O)NCc3ccc(F)cc3)cc2)n1,2%,-2%,1%,5%,1%,-22%[46 µM],4%,-1%
C=CCOc1ccc(C2c3c(oc4ccccc4c3=O)C(=O)N2CCCN2CCOCC2)cc1 (stereo not given),?,-2%,4%,18µM*,0%,6%,3%,-18%
O=C(c1cc(-c2ccc(Cl)cc2Cl)on1)N1CCN(C(=O)c2ccco2)CC1,-1%,6%,-33%[inhibitor],2.8µM*,-1%,4%,-7%,4%
COc1ccc(-c2nc3cnc(OC)nc3n(Cc3cccc(OC)c3)c2=O)cc1,nt,-2%,8%,?,-6%,nt,nt,nt
COC(=O)CNC(=O)c1cccc(-c2ccc(OC)cc2)c1,-4%,2%,4%,-5%,-1%,nt,-17%,12%
COc1ccc(C)cc1NC(=O)CCN1CCCC1,-1%,-2%,16%,3%,4%,2%,nt,-11%
COc1ccccc1N1CCN(C(=O)CSc2nnc(NC(=O)C3CC3)s2)CC1,-9%,-2%,-2%,?,-4%,2%,0%,-6%
O=C(/C=C/c1ccc(Cl)cc1Cl)N(Cc1ccccc1)C1CCS(=O)(=O)C1 (stereo not given),-4%,-2%,-8%,2.2µM*,-7%,8%,7%,0%
O=C(O)C1CCN(C(=O)c2ccccc2Cl)CC1,0%,14%,8%,4%,-3%,7%,nt,2%
CCCCC1=C(C(=O)OCC)C(C(=O)OCC)Oc2ccccc21 (stereo not given),nt,-11%[81.1 µM],nt,9%,3%[39.9 µM],nt,28%,-14%[81.4 µM]
CC(=O)C1(C)CC2(CC(C)(C)OC2=O)C(=O)O1 (stereo not given),-1%,-8%,16%,0%,-1%,nt,nt,-9%
CCC(C)[C@H](NC(=O)NC1CCCc2ccccc21)C(=O)O (stereo not given in full),-1%,-4%,-3%,9%,2%,5%,3%,4%
COC(=O)CNC(c1ccccc1)c1cc(Br)ccc1NC(C)=O (stereo not given),3%,i,-16%,12%,2%,0%[46 µM],6%,-1%
CCOC(=O)C1=C(CSc2nc3c(cc2C#N)CN(C)CC3)OC(N)=C(C#N)C1c1ccncc1 (stereo not given),?,?,9%,?,-7%,3%,-5%,?
CCCc1nc2c([nH]1)c(=O)n(C)c(=O)n2C,10%,9%,nt,7%,nt,nt,-4%,-11%
O=C1NC(=O)/C(=C\c2ccc(N3CCOCC3)o2)N1,-23%,i,-34%[inhibitor],?,-3%,nt,nt,?
Cn1cccc1/C=C(\C#N)C(N)=S,-1%,-3%,nt,nt,nt,nt,-9%,?
COc1cc(C(=O)OCC(=O)c2cc(C)n(C)c2C)cc(OC)c1OC,?,-1%,-5%,-4%,-2%,-6%,-3%,-10%
COc1ccc(C(=O)Nc2ccc(S(=O)(=O)NC(C)(C)C)cc2)cc1[N+](=O)[O-],-8%,i,-3%,18µM*,2%,nt,-14%,7%
Cc1cc(C)n(-c2n[nH]c(=O)c3ccccc23)n1,4%,1%,nt,nt,nt,nt,5%,1%
c1ccc(CSc2nnc([C@@H]3CCCN3)o2)cc1,-5%,i,2%,5%,6%,-5%,7%,-5%
COc1cccc(N=Nc2c(=O)[nH]n3c(=O)cc(C)[nH]c23)c1,-4%,-6%,22%,-11%,-10%,-1%,nt,16µM*
CCCCNC(=O)CN1C(=O)NC(CCc2ccccc2)C1=O (stereo not given),-2%,0%,-2%,-2%,-1%,-7%[46 µM],10%,-1%
Cc1ccc(NN=C2c3ccccc3-c3ccccc32)cc1,-29%,-4%,27%,?,-1%,-3%,-4%,?
CCOc1ccc2nc(NC3=NCN(Cc4ccco4)CN3)nc(C)c2c1,-29%,-3%,nt,6%,nt,-2%,9%,-1%
CCN1C(=O)C(O)(CC(=O)C(C)(C)C)c2cc(Br)ccc21 (stereo not given),4%,-1%,?,?,5%,3%[46 µM],3%,-3%
COc1ccc(C(=O)NNC(=O)C(NC(=O)c2ccccc2NC(=O)c2ccco2)C(C)C)cc1 (stereo not given),?,-2%,6%,2%,0%,-3%,15%,3%
COC(=O)C1=C(Nc2ccc(C)cc2)C=C(C)C(C(=O)OC)C1c1ccc(OC)cc1 (stereo not given),-1%,2%,-92%[inhibitor],-13%,-2%,?,4%,1%
Cc1ccc2nc(-c3ccc(SCC(=O)O)nc3)[nH]c2c1,?,3%,18%,?,-12%,5%,3%,-18%
N#Cc1cc2c([nH]c1=O)CCCC2,?,-8%,nt,nt,nt,?,nt,-4%
CC(C)CCNC(=O)C1C2C=CC3(CN(Cc4ccccc4Cl)C(=O)C13)O2 (stereo not given),5%,?,-3%,12%,0%,-10%,3%,-9%
O=C1Nc2ccc3sc4ccccc4c3c2C1=O,-18%,25%,nt,nt,nt,2%[46 µM],nt,4.5µM*
COC(=O)c1ccc(CNC(=O)CN(CCC(C)C)S(=O)(=O)c2ccc3c(c2)OCCO3)cc1,-6%,-1%,7%,?,-4%,-11%,7%,-5%
Cc1cccc(-n2cc[nH]c2=S)c1C,-9%,-5%,nt,11µM*,nt,-3%,15%,1%
Cc1ccc(S(=O)(=O)CC(=O)N2CCOCC2)cc1,-3%,i,nt,-5%,0%,nt,17%,12%
Cc1cc(C(=O)N/N=C/c2cccn2C)n[nH]1,-2%,-2%,?,?,-25%,-13%,-3%,12%
CCN1CCN(CCNC(=O)C2CCN(Cc3nc(-c4ccc(Cl)cc4)oc3C)CC2)CC1,-1%,-2%,14%,10%,19%,5%,nt,-12%
CCCC1(C(=O)OCC)NC(c2ccco2)C2C(=O)N(C)C(=O)C21 (stereo not given),-6%,-7%,-6%,-3%,-2%,-3%[9.22 µM],-3%,-4%
Cc1ccc(C(=O)Nc2nnc(-c3ccncc3)s2)o1,?,-4%,?,?,-2%,-6%,nt,2%
O=C(NCCCN1CCOCC1)c1ccccc1NS(=O)(=O)c1ccc(F)cc1,?,-6%,5%,?,-1%,-16%[46 µM],2%,0%

# The list is partial; rates above refer to the full screens.
